Screens: PubChem BioAssay, several laboratories
APP 5'UTR act: APP 5'UTR luciferase reporter activation. activation, % at 2 µM. SH-SY5Y APP 5'UTR luciferase reporter, luminescence; zero percent = DMSO vehicle wells. hit rate 1% among 190,000;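 active = activation above a set limit, based on mean plus 3 SD of controls, cut at about 140% in these data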; also: values of inactives mirror those of a sister screen read the other way
Hsp70 activator: switches on Hsp70 transcription. HeLa Hsp70 promoter luciferase reporter, luminescence; scaled: vehicle 0, proteasome-inhibitor control 100%. activation, % at 10 µM. hit rate 0.04% among 200,000. AID 1203;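 active = activation above the mean across all tested compounds plus 3 SD, cutoff set per campaign, cut at about 5.5% in these data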;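 also: 100% = MG132 at 30 µM as the positive control and 0% = DMSO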
NF-kB expr up: compounds increasing NF-kB expression in human neuronal cells; fold change at 12.5 µM; hit rate 1.6% among 190,000; NF-kB reporter expression; hits give high values; AID 1239; in the data active = fold change above about 3.3
STAT3 activator: STAT3 signaling activation. hit rate 0.91% among 190,000. activation (% of control), % at 5.6 µM. U3A cells, IL-6 STAT3-luciferase reporter, luminescence; 100% = signal with IL-6 EC80 alone. AID 871;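 active = activation above the screen-wide mean of compound activation plus 3 SD, cut at about 130% in these data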;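 also: 0% = background luminescence of wells with medium and substrate only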
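Material: STAT3-luciferase reporter U3A cells; Probe or stimulus: IL-6 (33 ng/mL); Incubation: compound pre-incubation 1 h before IL-6, then 6 h stimulation at 37 °C; Technique: luminescence from STAT3-driven luciferase reporter; Evaluation: % activation versus median of IL-6-stimulated wells; Controls: IL-6-only high control.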
APP 5UTR inh: APP translation inhibition. SH-SY5Y APP 5'UTR-luciferase reporter, luminescence. inhibition, % at 2 µM. hit rate 0.82% among 190,000;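 active = inhibition above a set limit, derived from the sample mean plus 3 SD, cut at about 45% in these data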; also: values of inactives mirror those of a sister screen read the other way
STAT1 inh: STAT1 signaling inhibition | NIH 3T3 STAT1-luciferase reporter, IFN-gamma, luminescence | inhibition, % at 5.5 µM | hit rate 0.35% among 200,000 | AID 920;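 active = inhibition above a set limit, the mean inhibition across all tested compounds plus 3 SD, cut at about 34% in these data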;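 also: 0% = IFN-gamma with DMSO and 100% = IFN-gamma with 300 µM nifuroxazide; values of inactives mirror those of a sister screen read the other way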
FLuc inhib CS: inhibits firefly luciferase, flagging false hits in luciferase inhibition screens. P08659. ATPLite firefly luciferase biochemical luminescence, 10 min. inhibition, % at 10 µM. hit rate 1.5% among 200,000. AID 1006;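 active = inhibition above about 50% when tested at 10 µM, limit read from the data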
Target sequence (P08659 whole entry, looked up): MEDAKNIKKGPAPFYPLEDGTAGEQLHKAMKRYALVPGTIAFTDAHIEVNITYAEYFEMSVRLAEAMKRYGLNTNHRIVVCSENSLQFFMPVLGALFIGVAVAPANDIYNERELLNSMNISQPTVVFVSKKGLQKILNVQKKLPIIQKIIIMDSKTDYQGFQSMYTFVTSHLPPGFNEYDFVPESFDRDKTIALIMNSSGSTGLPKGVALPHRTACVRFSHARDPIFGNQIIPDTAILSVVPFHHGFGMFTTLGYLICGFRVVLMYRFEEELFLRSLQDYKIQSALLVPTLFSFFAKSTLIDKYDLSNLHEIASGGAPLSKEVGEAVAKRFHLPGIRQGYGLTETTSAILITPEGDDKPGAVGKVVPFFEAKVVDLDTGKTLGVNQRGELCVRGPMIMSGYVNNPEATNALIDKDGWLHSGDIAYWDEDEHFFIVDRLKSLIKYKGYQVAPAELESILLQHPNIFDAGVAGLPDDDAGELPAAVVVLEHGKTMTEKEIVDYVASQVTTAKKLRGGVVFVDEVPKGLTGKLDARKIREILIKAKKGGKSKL
RAM inhibit: yeast RAM network inhibition; S. cerevisiae dse1pr::URA3 reporter, 5-FOA growth OD615, 2 d; analog-sensitive cbk1-as2 kinase mutant strain; inhibition, % at 50 µM; hit rate 1.8% among 190,000; AID 868;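 active = inhibition above a set limit, 3 SD over mean compound inhibition, cut at about 8.4% in these data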;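 also: 0% = DMSO-only wells with no growth and 100% = 10 µM 1-NA-PP1 full growth; inhibition rescues growth on 5-FOA so higher OD means more RAM inhibition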
STAT3 blocker: STAT3 signaling inhibition; AID 862; inhibition, % at 5.5 µM; hit rate 0.89% among 190,000; U3A cells, IL-6 STAT3-luciferase reporter, luminescence; host cell line lacks STAT1;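 active = inhibition above the mean inhibition across all screened compounds plus 3 SD, cut at about 44% in these data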;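 also: 0% = DMSO only wells and 100% = 100 µM nifuroxazide control wells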
STAT1 act: STAT1 signaling activation; activation (% of control), % at 5.5 µM; AID 932; NIH 3T3 STAT1-luciferase reporter, IFN-gamma, luminescence; 100% = IFN-gamma alone, no compound; hit rate 2.6% among 200,000;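 active = activation above the screen-wide mean activation plus 3 SD, cut at about 130% in these data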;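 also: raw ratio to IFN-gamma control signal so 100% means no change and 0% no light; values of inactives mirror those of a sister screen read the other way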
* marks the source's active call; other numbers are inactive results; · = not tested or not shown.

SMILES	APP 5'UTR act	Hsp70 activator	NF-kB expr up	STAT3 activator	APP 5UTR inh	STAT1 inh	FLuc inhib CS	RAM inhibit	STAT3 blocker	STAT1 act
COC(=O)C1=C(C)N(c2ccc(OC)c(OC)c2)C(=O)/C1=C\c1ccco1	11	-0.3	1	98	-11	0	-5	1.0	7	98
CC1CCCCN1CCNC(=O)C1CCN(S(=O)(=O)c2cccc3cccnc23)CC1 (stereo not drawn)	4	-0.2	1.2	100	-4	-2	-5	0.9	5	102
Cc1ccc(-c2cc(C(F)F)nc(NCc3cccs3)n2)cc1	2	-0.3	1	105	-2	6	-5	2.0	-8	94
CCCn1nnnc1SCC(=O)c1ccc2c(c1)OCCO2	18	-0.1	1.4	97	-18	-19	10	0.9	9	118
COc1cc2cc(CN(Cc3ccc4c(c3)OCO4)C(=O)c3ccco3)c(=O)[nH]c2cc1OC	-2	-0.2	·	98	2	4	·	·	6	93
Cc1cc(C)n(-c2cc(-n3nc(C)cc3C)ncn2)n1	4	-0.3	1.3	101	-4	5	0	1.5	5	95
CCCCN(C(=O)Nc1ccc(Cl)cc1)C1CCN(C(C)=O)CC1	17	-0.2	1.4	98	-17	13	-4	1.0	7	88
COc1cc(OC)cc(C(=O)Nc2nnc(Cc3ccc(OC)c(OC)c3)s2)c1	-12	-0.2	1.1	106	12	4	-2	4.1	0	94
O=C(NCc1ccco1)C1CCCN(S(=O)(=O)c2ccc(Br)cc2)C1 (stereo not drawn)	1	-0.1	1.2	93	-1	7	-5	5.2	14	92
Cc1ccc(NC(=O)CSc2ncc3ccccn23)cc1C	32	-0.2	1.8	96	-32	-13	4	0.8	12	112
O=C(O)c1ccccc1-c1cn2cc(Cl)ccc2n1	23	0.0	1.7	105	-22	-10	62*	1.9	6	109
COc1ccc(CN/C=C2\CCCCC2=O)cc1	21	-0.3	1.2	98	-21	3	-4	-0.6	2	97
COc1ccc(-c2noc(CCC(=O)N(C)c3cccc(C)c3)n2)cc1	-5	-0.3	0.9	93	5	6	-6	0.7	9	94
O=C(c1ccc2nc(N3CCOCC3)sc2c1)N1CCC(Cc2ccccc2)CC1	1	-0.2	0.76	99	-1	-6	-8	1.5	6	105
CCOC(=O)/C(C(=O)Nc1ccccc1Br)=C1/NC(C)(C)Cc2ccccc21	-3	-0.2	1.1	103	3	0	-7	1.1	0	100
COc1ccnc(Oc2ccc(C)cc2C)c1C#N	28	0.1	1.2	94	-28	-11	-1	-0.7	14	110
CCOc1cc(/C=C2\SC(=N)N(c3nonc3N)C2=O)ccc1OCC(N)=O	-2	-0.3	0.87	99	2	10	-2	1.0	5	91
CCOC(=O)Cn1ncc2c(=O)oc3ccccc3c21	-20	-0.2	0.93	100	20	-5	-5	0.2	3	104
O=C(O)CCC(=O)Nc1ccc(/C=C/C(=O)C2CC2)cc1	15	-0.3	0.98	111	-15	1	1	-0.3	-6	99
NC(=O)c1cc2ccc(O)cc2oc1=NCc1ccccc1	-21	-0.1	1.3	103	21	-13	-7	0.7	1	110
Cc1nc(-c2cccc(NS(=O)(=O)c3ccccc3)c2)cs1	9	-0.2	1.2	99	-9	0	-3	0.7	5	100
O=C(Nc1cccc(Cl)c1)OCc1cn(-c2ccccc2)nn1	4	-0.3	1.4	96	-4	-3	-6	2.8	12	103
O=C(CSc1ccc(-c2ccncc2)nn1)c1ccc(Cl)cc1	8	-0.2	1.1	91	-8	-2	-3	0.6	21	101
CC(=O)N1CCc2c(sc(NC(=O)CN3C(=O)c4ccccc4C3=O)c2C(N)=O)C1	16	0.0	1	·	-16	4	-4	1.9	·	96
COc1ccc(-c2nc3ccccc3c(=O)n2NC(=O)c2cccnc2Cl)cc1OC	-15	-0.4	1.2	100	15	-1	-5	2.9	4	101
O=C(CSc1nc2ccccc2c(=O)n1-c1ccc(F)cc1)Nc1ccc(Cl)c(S(=O)(=O)N2CCOCC2)c1	-8	-0.3	0.71	89	8	6	-8	7.2	20	95
O=C(N/N=C/c1cc2ccccc2nc1Cl)c1ccncc1	-2	-0.2	0.76	91	2	1	0	-1.1	15	100
COc1cc(/C=C(\C#N)C(=O)N2CCOCC2)cc(Br)c1O	13	-0.4	1.2	107	-13	-4	-4	0.7	-7	103
COc1ccc(S(=O)(=O)NN(C)c2nc(C(F)(F)F)nc3ccccc23)cc1	20	-0.3	0.91	94	-20	7	-3	0.1	10	92
Fc1ccc(CNC(=S)Nc2cccc(Cl)c2)cc1	-13	-0.2	0.88	96	14	1	-6	1.1	8	99
Cc1nn(C)c(C(=O)Nc2ccn(Cc3ccccc3F)n2)c1[N+](=O)[O-]	-2	0.1	0.96	92	2	2	-4	-1.0	13	98
COc1ccc(S(=O)(=O)Cc2ccc(C(=O)N3CCN(c4ccccn4)CC3)o2)cc1	·	-0.1	0.82	104	·	4	-2	0.8	4	96
Cn1c(O)c(N=Nc2nc(-c3ccccc3)cs2)c2ccccc21	37	-0.1	0.57	147*	-37	10	3	6.6	-55	91
COc1ccc(C(=O)CSc2nc3ccccc3n2CC(=O)NC(C)(C)C)cc1	14	-0.3	1.2	104	-14	7	-5	3.8	-4	93
Cc1c(Cl)cccc1NC(=O)CCCN1C(=O)CCC1=O	-1	0.1	0.9	105	1	-1	-2	0.8	-4	101
COC(=O)CCSc1nccn1Cc1ccccc1	0	-0.1	1.1	105	0	-1	-4	3.1	-2	98
O=C(NC(c1ccccc1)c1ccccc1)c1ccc(Br)o1	·	-0.2	0.98	101	·	2	-11	7.7	-1	100
O=C(NN=C1CCN(Cc2ccccc2)CC1)c1ccccc1O	24	0.0	1.2	99	-24	-1	14	1.9	8	101
CCOc1cc(/C=N\NC(=O)c2ccc(C)nc2)cc([N+](=O)[O-])c1O	9	-0.4	1.1	103	-9	-14	-3	-0.2	6	103
CCOC(=O)COc1cccc2c(=O)n(CC(=O)NCCc3ccc(OC)c(OC)c3)ccc12	14	-0.2	1.3	97	-14	2	-3	0.4	3	98
Clc1ccc2c(NNc3ccccc3Cl)ccnc2c1	-6	-0.2	1.2	118	6	-5	0	3.2	-17	104
CCOc1cc(CNCCCN2CCOCC2)ccc1OCC(=O)Nc1cccc2ccccc12	2	-0.3	0.87	107	-2	7	-9	1.4	-1	94
COC(=O)Cn1cnc2c(C#N)c3n(c2c1=O)CCCC3	·	0.0	0.85	97	·	-4	-4	3.6	3	101
Cc1ccc2nc(SCC(=O)Nc3c(C)n(C)n(-c4ccccc4)c3=O)[nH]c2c1	9	-0.3	0.99	95	-9	0	-11	-0.3	10	100
Cc1ccc(CNc2ccc(S(=O)(=O)N3CCOCC3)cc2[N+](=O)[O-])cc1	-2	-0.4	0.75	108	2	-3	-8	6.3	-15	103
CC(C)CNC(=S)NC1CCCC1	12	0.0	1.3	95	-12	3	-10	-0.7	4	98
COC(=O)c1ccc([C@@H]2C[C@H]3CN(Cc4cccnc4)C(=O)[C@]34CCCN24)cc1	-14	0.0	1	98	14	1	-4	-1.1	5	97
COc1ccc(C(=O)ON=C2C=C(C)C(=O)C(C)=C2)cc1	-9	-0.2	1.1	89	9	8	-1	3.6	17	91

Sorted by the number under Hsp70 activator (rising): some entries from above.
SMILES	Hsp70 activator
CCOc1cc(/C=N\NC(=O)c2ccc(C)nc2)cc([N+](=O)[O-])c1O	-0.4
CCOc1cc(CNCCCN2CCOCC2)ccc1OCC(=O)Nc1cccc2ccccc12	-0.3
O=C(NC(c1ccccc1)c1ccccc1)c1ccc(Br)o1	-0.2

Remaining list, next part:
SMILES	APP 5'UTR act	Hsp70 activator	NF-kB expr up	STAT3 activator	APP 5UTR inh	STAT1 inh	FLuc inhib CS	RAM inhibit	STAT3 blocker	STAT1 act
Cc1nc2ccccc2c(C)c1C(=O)c1ccc(F)cc1	22	-0.2	0.8	102	-22	16	-1	-0.1	2	84
CCn1c(-c2ccc([N+](=O)[O-])cc2)n[nH]c1=S	-4	-0.7	1	103	4	3	-8	0.1	4	98
COc1ccc(OCC(=O)Nc2nc3ccc(NC(C)=O)cc3s2)cc1	-4	-0.2	1.1	101	4	-10	-3	3.8	1	110
COC(=O)c1c(NC(C)=O)sc(C(=O)Nc2ccccc2)c1C	21	-0.2	1.3	86	-21	-30	2	4.5	20	126
Cc1cccc(NC(=O)c2sc(C)nc2C)c1	33	-0.1	1.8	101	-33	-7	31	-1.1	2	106
O=[N+]([O-])c1ccc(OCCCCN2CCCCC2)cc1	9	-0.3	1.2	102	-9	4	-1	-0.4	-8	96
O=C1N=C(N2CCOCC2)S/C1=C\c1ccc(-c2ccccc2Cl)o1	1	-0.2	1	83	0	-6	-4	6.8	17	105
COc1ccc(-c2nc3c(c(=O)c4ccccc4n3C)c(=O)n2Cc2ccccc2)cc1	14	-0.4	1.1	102	-14	2	-5	3.5	1	98
Cn1c(=O)c2c(nc(NCc3ccccc3)n2C)n(C)c1=O	1	-0.5	1.1	103	-1	-1	-8	1.2	3	101
CCCC(=O)NCCc1nc2cc([N+](=O)[O-])ccc2n1C	-14	-0.2	1.5	95	14	4	-6	1.0	5	96
COc1ccc(CCNC(=O)C2CCCN(S(=O)(=O)c3cccc4nonc34)C2)cc1OC (stereo not drawn)	-15	-0.2	0.92	100	15	3	-8	2.5	1	99
OCCC1CN(Cc2cccn2-c2ccccn2)CCN1Cc1ccccc1 (stereo not drawn)	-3	1.2	1	109	3	5	-6	1.5	-5	94
Cc1c(C(=O)NCC2CCCO2)sc2nc(-c3ccc(F)cc3)cn12 (stereo not drawn)	21	0.3	1	94	-21	3	-3	2.5	8	98
CCOC(=O)N1CCN(C(=O)CN(c2cccc(OC)c2)S(C)(=O)=O)CC1	12	-0.1	1.3	92	-12	2	-5	1.2	11	100
CNS(=O)(=O)c1c(C)cc(C)c(N(C)S(=O)(=O)c2ccccc2)c1C	5	-0.2	1	98	-5	-1	-6	2.1	5	99
COc1ccc2[nH]cc(C(=O)CN3CCCC(C)C3)c2c1 (stereo not drawn)	-7	-0.4	1.2	106	7	0	-8	0.7	-4	100
CCC(=O)N1CCCc2cc(S(=O)(=O)NCc3cccs3)ccc21	-17	0.0	1	97	17	9	-4	1.3	10	93
O=C(O)c1ccc(N/N=C/c2ccc(OC(=O)c3ccccc3Cl)cc2)cc1	80	-0.3	1.8	75	-80	11	-1	3.4	32	90
COCCN(Cc1cc2cccc(C)c2n2nnnc12)C(=O)C(F)(F)F	9	-0.2	1.1	98	-9	1	4	3.9	5	99
Cc1ccc(SCn2nnc3ccccc3c2=O)c(C)c1	76	0.1	2.9	103	-76	-43	5	0.4	-3	141*
CCOC(=O)NC(NC(=O)OCC)C(=O)c1ccccc1	-15	0.0	1.3	104	15	-1	-8	0.4	1	101
c1cnc2ncc3sccc3c2c1	-8	-0.2	1.2	102	8	-11	0	2.0	0	110
COc1ccc(NC(=O)C(C)Oc2ccc(/C(C)=N\O)cc2)cc1 (stereo not drawn)	-1	-0.3	1.2	97	1	-2	-8	2.2	8	102
